PTAP TSG101 blk: blocks PTAP/TSG101 interaction to inhibit HIV-1 budding | 340,000 tested, under 10 active | Fluorescence polarization, FITC-PTAP peptide / Tsg101 binding | Potency, µM (doses to about 115 µM), inactives show at the top dose activity change, negative = inhibition, usual class: inhibitors; active = well fitted inhibition curve with a large enough effect in the main read-out, with a control signal flat, not every such curve was filed as active; inconclusive = small, poorly fitted or top-dose-only effect, or effect the other way, or a change in a side signal; inactive = no such curve, though single readings can be large or run the other way; note: potency is the fitted concentration of half-maximal effect; % of control where 0% means no effect
Target sequence (Q99816 whole entry, looked up): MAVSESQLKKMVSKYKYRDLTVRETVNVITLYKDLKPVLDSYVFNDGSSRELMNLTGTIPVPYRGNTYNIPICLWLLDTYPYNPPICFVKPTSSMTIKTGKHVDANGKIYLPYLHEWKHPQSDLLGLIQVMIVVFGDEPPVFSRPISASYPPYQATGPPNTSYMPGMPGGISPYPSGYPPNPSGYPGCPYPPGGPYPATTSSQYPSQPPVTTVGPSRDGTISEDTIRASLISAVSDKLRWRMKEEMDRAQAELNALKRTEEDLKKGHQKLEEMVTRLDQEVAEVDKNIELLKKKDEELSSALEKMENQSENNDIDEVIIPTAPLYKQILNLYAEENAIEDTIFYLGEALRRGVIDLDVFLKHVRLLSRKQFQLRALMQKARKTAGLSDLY
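Steps: Tsg101 binding domain dispensed (10 uM final), compounds pinned in DMSO, FITC-labeled PTAP-motif peptide added (50 nM final); after 20 min binding at room temperature, polarization measured.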
Eya2 phos inh: Eya2 (human) phosphatase inhibition | recombinant Eya2, OMFP fluorescence dephosphorylation (OMFP is methylfluorescein phosphate) | O00167 | 330,000 compounds, 0.006% hits | AID 488837 | Potency, µM (series often up to 76.9 µM), inactives show at the top dose activity, negative = inhibition, usual class: inhibitors; note: potency is the fitted concentration of half-maximal effect; % is set by controls: 0 for no effect and ±100 for the full control effect
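Eya2 protein (added as 0.2 uM solution) was preincubated with compound for 10 min at ambient temperature in 50 mM HEPES pH 7.5, 50 mM NaCl, 5 uM MgCl2, 0.05% BSA, 1 mM DTT. OMFP (added at 50 uM) then reacted 10 min; fluorescence read at 485/525 nm.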
a7 integrin act: integrin-mediated muscular dystrophy alleviation activation; alpha7betagal myoblasts, beta-gal FDG fluorescence, 48 h; Potency, µM (top dose mostly 38.3 µM), inactives show top-dose activation, hits mostly activators; 350,000 compounds, 0.064% hits; AID 624291;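 note: potency is the fitted concentration of half-maximal effect; 100% = response of the positive control SU9516; nearly all actives have a fitted effect of over 60% in size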
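Alpha7betagal+/- myoblasts (passage 13) were plated 16-24 hr, then exposed to compounds (1:260 dilution of DMSO stock) for 48 hours at 37C. After MPER lysis, β-galactosidase reporter activity was read as FDG fluorescence (ex 480/em 540) after 30 minutes.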
ELG1 genotoxic: inducers of genotoxicity in HEK293T ELG1-luciferase cells; Potency, µM (highest dose often 46 µM), for the others: at the highest dose activity change, positive = activation, most hits filed as activators; 330,000 compounds, 1.3% hits; HEK293T ELG1-luciferase reporter, luminescence, 16 h; note: potency is the fitted concentration of half-maximal effect; % of control where 0% means no effect; nearly all actives have a fitted effect of over 60% in size
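Cells (2,000/well) expressing the ELG1-luciferase fusion are dosed by pin tool and kept 16 hr at 37 °C, 5% CO2. Signal comes from ONE-Glo luciferase reagent after 30 min at room temperature.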
TRPV1 agonist: human TRPV1 agonism; TRPV1-expressing cells, Fluo-8 calcium influx, agonist mode; activation, % at 8.33 µM; 320,000 compounds, 0.19% hits; AID 540275; in the data active = activation above about 80%; inconclusive = between about 30% and that limit; note: 0% is about no effect
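Fluo-8 calcium influx in TRPV1-expressing cells, kinetic read (ex 480/em 520 nm). Compound added and read 3 min for agonist activity, followed by capsaicin at EC20 final and 2 min further read for enhancement.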
BRCA1 expr act: BRCA1 expression activation | MCF7-BRCA1-FFLuc reporter, luminescence, 48 h; response scale: scaled: vehicle 0%, 10 µM genistein 100% | Potency, µM (titrated, usually from 46.1 µM), for inactives: at the top dose activation, hits mostly activators | 380,000 compounds, 1.1% hits; note: potency is the fitted concentration of half-maximal effect; nearly all actives have a fitted effect of over 80% in size; some results filed as inactive show a strong effect at the top dose
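48 h compound treatment of MCF7-BRCA1-FFLuc cells (phenol-red free MEM, 37 °C), then 15 min with luciferase substrate and luminescence imaging.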
USP2a inh: USP2a (human) protease inhibition | Potency, µM (doses to about 38.3 µM), for the others: at the highest dose activity change, negative = inhibition, hits mostly inhibitors | O75604 | USP2 core, Ub-CHOP2 coupled fluorogenic reporter, 485/531 | 330,000 compounds, 0.01% hits;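 note: potency is the fitted concentration of half-maximal effect; plate controls were DMSO wells for no effect and full inhibition by NEM control for full effect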
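USP2 core (10nM final) preincubated 30min RT with compound in 20mM Tris-HCl pH 8.0, 2mM CaCl2, 2mM beta-mercaptoethanol, 0.05% CHAPS; 25nM Ub-CHOP2 plus 25nM reporter substrate added, fluorescence (Ex485/Em531) read after 60min.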
B2AR arrestin: recruits beta-arrestin to the human beta2-adrenergic receptor. P07550. beta-arrestin recruitment to beta2AR, cell-based reporter. Potency, µM (series often up to 46.1 µM), for the others: at the highest dose activation, hits mostly activators. 330,000 compounds, 0.02% hits. AID 492947;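 note: potency is the fitted concentration of half-maximal effect; 0% = DMSO controls and full agonism = EC100 isoproterenol or metaproterenol; nearly all actives have a fitted effect of over 65% in size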
Target sequence (P07550 whole entry, looked up): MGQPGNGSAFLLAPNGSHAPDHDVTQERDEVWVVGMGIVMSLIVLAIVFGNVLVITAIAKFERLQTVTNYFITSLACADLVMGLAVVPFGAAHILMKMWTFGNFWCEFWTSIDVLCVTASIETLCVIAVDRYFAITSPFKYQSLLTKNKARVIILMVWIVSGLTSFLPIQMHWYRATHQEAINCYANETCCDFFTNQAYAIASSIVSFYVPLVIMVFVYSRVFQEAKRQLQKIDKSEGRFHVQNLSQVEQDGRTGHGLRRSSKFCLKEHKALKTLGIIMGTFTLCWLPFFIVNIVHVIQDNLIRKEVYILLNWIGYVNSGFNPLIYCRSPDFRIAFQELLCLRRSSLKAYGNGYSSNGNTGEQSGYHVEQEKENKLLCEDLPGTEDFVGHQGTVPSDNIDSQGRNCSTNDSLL
p53 reactivator: mutant p53 re-activation in reporter cells | Potency, µM (highest dose often 92.2 µM), without a hit: top-dose activity change, positive = activation, actives largely listed as activators | H1299 p53-A138V BP100-luciferase reporter, luminescence, 24 h | 320,000 compounds, 0.063% hits; note: potency is the fitted concentration of half-maximal effect; % of control where 0% means no effect; nearly all actives have a fitted effect of over 45% in size
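H1299 (p53-null), stable ts p53-A138V + BP100-Luc; 1000 cells/well, Opti-MEM/10% FBS; cpd 4 pt, 1:5; 24 h, 37 deg C, 5% CO2; detection reagent 10 min RT; luminescence.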
uPA generation: cell surface uPA generation inhibition. 330,000 compounds, 0.31% hits. cell surface uPA generation assay, qHTS. Potency, µM (titrated, usually from 38.3 µM), without a hit: at the top dose activity change, negative = inhibition, most hits filed as inhibitors; active = well fitted inhibition curve with a large enough effect; inconclusive = small, poorly fitted or top-dose-only effect; inactive = no such curve, though single readings can be large or run the other way; tested in mouse RAW 264.7 cells; note: potency is the fitted concentration of half-maximal effect; % is set by controls: 0 for no effect and ±100 for the full control effect; nearly all actives have a fitted effect of over 55% in size
S-ASM inh: blocks human secretory acid sphingomyelinase. 340,000 compounds, 0.006% hits. P17405. Potency, µM (highest dose often 57.5 µM), for inactives: at the top dose activity change, negative = inhibition, most hits filed as inhibitors. placental ASM, HMU-PC fluorogenic substrate, 60 min. AID 504937; note: potency is the fitted concentration of half-maximal effect
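Fluorescence read-out (Ex 386 nm, Em 447 nm) after stopping the reaction at pH 10. Enzyme: ASM from human placenta; substrate HMU-PC0, 9 uM final; 60 min, 37 °C. Compound preincubation 10 min, ambient temperature.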
The depositor's hits bear a star; u = inconclusive; x = no result given; [ ] = dose if it differs, or a comment. Unless noted, calls come from the whole dose curve; as a rule, active = well fitted curve in the direction sought with a large enough effect; inconclusive = small, poorly fitted or top-dose-only effect, or another doubt; inactive = no such curve, though single readings can be large; an effect the other way counts as inactive or inconclusive. The order is random; about 2.6% have a hit in one of these screens.

SMILES	PTAP TSG101 blk	Eya2 phos inh	a7 integrin act	ELG1 genotoxic	TRPV1 agonist	BRCA1 expr act	USP2a inh	B2AR arrestin	p53 reactivator	uPA generation	S-ASM inh
Cc1ccccc1Nc1cc(C(=O)NCC2CCCO2)c2ccccc2n1 (stereo not drawn)	-1%	12%	-9%	-7%	5	4%	9%	0.3%	-4%	-3%	3%
CC1(C)CC2(CC(c3ccccc3F)c3cc(Cl)c(O)cc3O2)NC(=S)N1 (stereo not drawn)	-3%	6%	13%	-7%	-2	-38%	-2%	0.2%	-2%	-1%	-3%
Cc1ccc(NC(=O)CN2C(=O)c3ccccc3C2=O)nc1	2%	13%	24%	-2%	0	1%	2%	0.3%	1%	-1%	8%
CC(C)Sc1nc(-c2ccccc2)cc(=O)[nH]1	0%	-7%	22%	3%	5	8%	0%	0.4%	1%	x	-5%
Cc1sc2ncnc(OCC(=O)c3ccc(S(=O)(=O)N4CCCC4)cc3)c2c1C	-4%	-1%	0%	-11%	-4	-47%	0%	-0.2%	4%	x	-13%
Cc1ccc(NC(=O)CSc2nccc(=O)[nH]2)c(S(=O)(=O)N2CCOCC2)c1	3%	8%	11%	-2%	7	8%	1%	-0.3%	-1%	3%	7%
CC(=O)Nc1cccc(/C(C)=N/NC(=O)c2ccc(CN3CCOCC3)cc2)c1	-4%	7%	-28%	0%	0	0%	2%	-0.3%	-2%	2%	0%
CCOc1cc(C2CC(=O)NC3=C2C(=O)C(C(=O)OC)C(C)C3)cc(Br)c1O (stereo not drawn)	0%	8%	11%	1%	-3	-9%	1%	-0.1%	-4%	-2%	-2%
CCOC(=O)N1CCC(NC(=O)CSCc2nc(-c3ccc(OC)cc3)oc2C)CC1	-3%	-2%	-52%	-3%	0	2%	2%	-0.5%	9%	2%	0%
Cn1cncc1C(=O)c1ccccc1	-4%	-6%	14%	0%	1	0%	-2%	0.0%	5%	1%	-1%
COc1ccc(Nc2nc(Cl)nc(N3CCN(c4ccc(OC)cc4)CC3)n2)cc1	x	3%	x	-5%	0	x	-2%	-1.6%	0%	x	x
Nc1nc2ccccc2cc1S(=O)(=O)c1ccccc1	-1%	-13%	0%	1%	15	-8%	0%	-0.1%	-3%	6%	x
CCCN(CCC)C(=O)CCSCCC(=O)N(CCC)CCC	-1%	2%	-2%	3%	11	34%	4%	5.3%	-10%	1%	3%
COc1ccc(N2CCN(S(=O)(=O)CCNC(=O)c3ccc(Br)o3)CC2)cc1	-11%	-1%	u	-4%	1	2%	3%	0.6%	-1%	-11%	-5%
CCC1=NN2C(=N)/C(=C/c3cc(C)n(Cc4ccccc4)c3C)C(=O)N=C2S1	-2%	1%	27%	-1%	x	-10%	1%	-0.3%	1%	5%	-13%
O=C(O)/C=C/C(=O)Nc1ccc(Cl)cc1C(=O)c1ccccc1	-6%	4%	0%	-3%	1	0%	-1%	0.0%	-2%	-2%	4%
COc1ccc(NC(=O)NCc2ccccn2)cc1OC	0%	1%	-3%	3%	2	0%	4%	0.2%	11%	5%	0%
CCC(=O)N1CCc2cc(Br)cc(S(=O)(=O)NC3CCN(Cc4ccccc4)CC3)c21	2%	2%	-75%[inhibitor]	-1%	-6	-18%	1%	3.5%	-9%	x	2%
COc1ccc(C2C(C(C)=O)=C(O)C(=O)N2c2ccccn2)cc1 (stereo not drawn)	-1%	-13%	u	1%	2	-4%	-8%	0.5%	-3%	8%	3%
COc1ccc(C(=S)N2CCOCC2)cc1OC(=O)c1cccc([N+](=O)[O-])c1	-2%	-5%	11%	1%	-2	3%	1%	-0.4%	-2%	1%	-3%

Shown with each value named: part of the list above
> Cc1ccc(NC(=O)CSc2nccc(=O)[nH]2)c(S(=O)(=O)N2CCOCC2)c1
  PTAP TSG101 blk = 3%
  Eya2 phos inh = 8%
  a7 integrin act = 11%
  ELG1 genotoxic = -2%
  TRPV1 agonist = 7
  BRCA1 expr act = 8%
  USP2a inh = 1%
  B2AR arrestin = -0.3%
  p53 reactivator = -1%
  uPA generation = 3%
  S-ASM inh = 7%
> COc1ccc(NC(=O)NCc2ccccn2)cc1OC
  PTAP TSG101 blk = 0%
  Eya2 phos inh = 1%
  a7 integrin act = -3%
  ELG1 genotoxic = 3%
  TRPV1 agonist = 2
  BRCA1 expr act = 0%
  USP2a inh = 4%
  B2AR arrestin = 0.2%
  p53 reactivator = 11%
  uPA generation = 5%
  S-ASM inh = 0%

Among those listed so far, these have a Cl atom.
SMILES	PTAP TSG101 blk	Eya2 phos inh	a7 integrin act	ELG1 genotoxic	TRPV1 agonist	BRCA1 expr act	USP2a inh	B2AR arrestin	p53 reactivator	uPA generation	S-ASM inh
CC1(C)CC2(CC(c3ccccc3F)c3cc(Cl)c(O)cc3O2)NC(=S)N1 (stereo not drawn)	-3%	6%	13%	-7%	-2	-38%	-2%	0.2%	-2%	-1%	-3%
COc1ccc(Nc2nc(Cl)nc(N3CCN(c4ccc(OC)cc4)CC3)n2)cc1	x	3%	x	-5%	0	x	-2%	-1.6%	0%	x	x
O=C(O)/C=C/C(=O)Nc1ccc(Cl)cc1C(=O)c1ccccc1	-6%	4%	0%	-3%	1	0%	-1%	0.0%	-2%	-2%	4%

Carrying on.
SMILES	PTAP TSG101 blk	Eya2 phos inh	a7 integrin act	ELG1 genotoxic	TRPV1 agonist	BRCA1 expr act	USP2a inh	B2AR arrestin	p53 reactivator	uPA generation	S-ASM inh
NS(=O)(=O)c1ccc(CNC(=O)C(Cc2ccccc2)NS(=O)(=O)c2ccccc2F)cc1 (stereo not drawn)	-6%	5%	33%	-2%	2	-9%	-1%	-0.4%	0%	-10%	1%
CC(OC(=O)c1ccccc1NCCO)C(=O)NC1CCCCC1C (stereo not drawn)	0%	13%	13%	0%	4	-19%	-2%	-4.2%	15%	6%	x
CCCCC1=CC2=CC(=O)C(C)(OC(=O)CC)C(=O)C2=CO1 (stereo not drawn)	-8%	x	9%	x	x	0%	x	x	x	5%	3%
CC(C)NC(=O)c1c(CSc2ccc(Cl)cc2)noc1C(=O)NCc1ccccc1	0%	19%	16%	-1%	-1	2%	1%	0.0%	3%	0%	-10%
CCc1nnc(NC(=O)C2CC(=O)N(CCc3ccccc3)C2)s1 (stereo not drawn)	-5%	1%	1%	1%	-3	32%	-5%	-0.8%	2%	0%	3%
CCCC(=O)Nc1ccc(S(=O)(=O)Nc2cc(OC)nc(OC)n2)cc1	-2%	25%	3%	-4%	0	-1%	1%	-0.7%	24%	-7%	-1%
N#CCC(=O)N/N=C/c1cc([N+](=O)[O-])ccc1N1CCOCC1	-6%	1%	28%	1%	0	7%	1%	0.0%	0%	3%	1%
Cc1cccc(-c2nc3ccccc3c(=O)[nH]2)c1	1%	6%	11%	u	1	102%	4%	0.5%	u	u	-2%
Cc1ccc(S(=O)(=O)N2CCCCC2)cc1NC(=O)CSc1nnnn1C	0%	-2%	8%	1%	1	-19%	4%	-0.2%	-1%	-2%	6%
CSCC[C@H](NC(=O)N1CCn2c1nc1ccccc12)C(=O)NCc1ccc(C)cc1	4%	-5%	-10%	-6%	4	-80%[inhibitor]	1%	-1.4%	-2%	4%	0%
CNC1=C([N+](=O)[O-])CC([N+](=O)[O-])=C(N2CCNCC2)N1C	-2%	2%	22%	0%	-1	4%	2%	0.0%	11%	u	-1%
CS(=O)(=O)c1ccccc1C(=O)Nc1cccc(-c2nc3ccccc3o2)c1	-2%	-18%	2%	-6%	1	11%	-1%	-0.1%	u	5%	-15%
COc1ccc(C2=NNC(c3cccnc3)=Nc3ccc(OC)cc32)cc1	-4%	-19%	10%	-1%	11	0%	-3%	0.0%	-5%	-5%	-5%
CCCCn1nnc(NC(=O)c2ccco2)n1	2%	5%	-4%	u	-1	58%	3%	-0.9%	u	1%	-3%
COC(=O)CN1CCN(C(c2ccccc2)c2ccccc2)CC1	-7%	7%	3%	-8%	14	4%	1%	0.2%	-3%	x	4%
C=CCn1c(SCC(=O)NCc2ccco2)nc2sc3c(c2c1=O)CCC3	-3%	25%[15.4 µM]	-32%	-8%	1	13%	-1%	0.0%	9%	2%	-3%
O=C(Nc1ccc(S(=O)(=O)Nc2nccs2)cc1)c1ccc(S(=O)(=O)N2CCOCC2)cc1	0%	8%	-12%	2%	u	12%	4%	-0.4%	8%	-2%	-2%
O=C(NCCCn1ccnc1)C1CC(c2ccccc2Cl)=NO1 (stereo not drawn)	-5%	16%	18%	0%	0	0%	-4%	-0.2%	2%	4%	1%
Cc1nc(C)c(C(=O)NNC(=O)Nc2ccc(Cl)cc2)s1	5%	3%	21%	0%	8	-1%	-1%	0.2%	4%	10%	1%

Source: PubChem (National Center for Advancing Translational Sciences (NCATS))
